TRPM1 prom inh: inhibitors of MITF-driven TRPM1 promoter in melanoma cells | SK-MEL-5 TRPM1 promoter luciferase, 24 h | 0.83% of 330,000 active | inhibition, % at 12.5 µM;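 active = mean inhibition across replicates of 60% or more, whatever share of single replicates reaches that level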; note: values of inactives mirror those of a sister screen read the other way
HIF-2a inh: HIF-2a inhibition; 0.72% of 360,000 active; inhibition, % at 18.8 µM; 786-0 RCC cells HIF-2a reporter, luciferase luminescence, overnight;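 active = inhibition of the luminescence signal of 40% or more relative to plate controls, in a single-dose primary screen at 18.75 µM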
CaV13 ICDI inh: Disruptors of the CACNA1D IQ motif to Ca2+-dependent inactivation inhibitor domain association, primary screening, Förster resonance energy transfer in intact living … | HEK cells, CFP/YFP FRET ICDI-IQ, plate reader, 10 min; percent FRET-ratio fall versus neutral wells | 0.098% of 340,000 active | inhibition, % at 12.3 µM;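 active = mean replicate inhibition of at least 30% and at least 1% of replicates passing that level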;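 note: 0% = median of the neutral control wells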
PDI turbidity: inhibitors of human protein disulfide isomerase. PDI insulin aggregation turbidity, A650, 90 min. inhibition, % at 10 µM. 0.052% of 350,000 active. AID 588391. P07237;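 active = mean inhibition across replicates of 30% or more, whatever share of single replicates reach that level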;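 note: absorbance from insulin aggregation driven by PDI reduction with DTT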
Target sequence (P07237 whole entry, looked up): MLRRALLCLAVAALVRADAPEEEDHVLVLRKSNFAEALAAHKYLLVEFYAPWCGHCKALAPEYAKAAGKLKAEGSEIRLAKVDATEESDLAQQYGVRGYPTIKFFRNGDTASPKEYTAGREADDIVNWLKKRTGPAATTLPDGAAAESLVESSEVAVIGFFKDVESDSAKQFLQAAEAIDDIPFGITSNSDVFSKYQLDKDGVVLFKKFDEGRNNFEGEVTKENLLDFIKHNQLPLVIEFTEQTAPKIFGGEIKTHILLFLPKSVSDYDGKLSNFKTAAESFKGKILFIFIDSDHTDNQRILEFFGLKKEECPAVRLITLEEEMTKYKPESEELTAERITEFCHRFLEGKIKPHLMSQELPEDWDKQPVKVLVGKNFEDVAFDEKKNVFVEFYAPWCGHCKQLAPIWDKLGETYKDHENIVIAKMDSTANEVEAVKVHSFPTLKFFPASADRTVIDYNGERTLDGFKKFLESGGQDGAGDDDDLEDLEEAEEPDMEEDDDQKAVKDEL
Cardio protect: modulators protecting cardiomyocytes from myocardial damage. 0.63% of 360,000 active. H9c2 cardiomyocytes, H2O2 injury protection, ATPLite, 2 h. protection from H2O2 cell death, % at 20 µM;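 active = compounds giving at least 50% protection of heart cells from peroxide-induced death in the single-dose screen, raw or plate-pattern-corrected value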;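 note: 0% = DMSO wells with peroxide and 100% = DMSO wells without peroxide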
Peg3 promoter: reduces Peg3 promoter-driven luciferase expression in HeLa. HeLa PEG-Prom luciferase reporter, luminescence, overnight. 1.7% of 360,000 active. AID 588405. inhibition, % at 20 µM;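 active = inhibition of at least 50% at 20 µM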
Shn3 3UTR inh: inhibitors of Schnurri-3 3'UTR reporter in osteoblasts. Clone20 osteoblast Shn3 3'UTR firefly luciferase, 24 h. inhibition, % at 12.5 µM. 0.52% of 360,000 active;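 active = mean inhibition of at least 75% with every replicate also reaching 75%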;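 note: 0% = median of neutral control wells and 100% = pilot-screen positive control compound; some compounds past the cut are filed as inactive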
NR2E3 ag-1: agonists of human nuclear receptor NR2E3; Q9Y5X4; GST-NR2E3/biotin-RetCOR TR-FRET, 1536-well; inhibition of corepressor binding, % at 4.78 µM; 0.12% of 320,000 active; AID 2300;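 active = percent inhibition above the cutoff of mean plus 3 SD of all tested compounds, set per screening campaign, cut at about 20% in these data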;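 note: 0% = DMSO wells and 100% = biotin wells as full block of FRET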
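System: GST-tagged NR2E3 plus biotinylated RetCOR corepressor; Amount: 1.35 nM GST-tagged NR2E3 final; Dosing: single nominal compound dose of 4.8 µM; Schedule: 5 h incubation at 4 °C; Technique: TR-FRET with europium anti-GST and streptavidin-D2, 340 nm excitation; Controls: biotin wells as high control, 0.6% DMSO wells as low control.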
NR2E3 ag-2: agonists of human NR2E3 nuclear receptor; Q9Y5X4; CHO-S Gal4-NCOR/VP16-NR2E3 two-hybrid, luciferase; inhibition of corepressor binding, % at 3.98 µM; 0.35% of 360,000 active; AID 602229;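 active = inhibition above the mean of all tested compounds plus 3 SD, cut at about 70% in these data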;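 note: 0% = DMSO with NR2E3 transfected cells and 100% = cells lacking NR2E3 construct; higher means lower luciferase signal from less NR2E3 corepressor binding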
HTR2A ag: activates the mouse 5-HT2A serotonin receptor | CHO-K1 mHTR2A beta-arrestin complementation, luminescence; percent of 30 µM serotonin response | P35363 | 0.66% of 360,000 active | activation, % at 7.6 µM;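 active = activation above a run cutoff, the mean activation of all tested compounds plus 3 SD, cut at about 14% in these data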;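 note: 0% = plate median of compound wells and 100% = 30 µM serotonin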
Target sequence (P35363 whole entry, looked up): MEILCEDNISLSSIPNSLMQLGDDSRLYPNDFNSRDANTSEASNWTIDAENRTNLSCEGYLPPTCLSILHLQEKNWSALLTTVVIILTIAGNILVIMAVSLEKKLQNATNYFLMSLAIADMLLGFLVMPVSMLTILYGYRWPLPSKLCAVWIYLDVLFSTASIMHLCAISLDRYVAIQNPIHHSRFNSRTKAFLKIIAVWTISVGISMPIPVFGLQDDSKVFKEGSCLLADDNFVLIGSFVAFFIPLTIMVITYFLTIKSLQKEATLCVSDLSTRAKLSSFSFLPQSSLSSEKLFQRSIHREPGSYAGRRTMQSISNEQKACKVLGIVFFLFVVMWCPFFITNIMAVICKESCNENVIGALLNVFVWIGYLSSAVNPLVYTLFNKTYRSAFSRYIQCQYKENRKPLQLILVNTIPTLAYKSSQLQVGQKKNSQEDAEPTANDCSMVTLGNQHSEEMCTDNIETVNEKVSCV
hiPSC survival: enhancers of human iPSC single-cell survival; hiPSC single-cell survival, ATPlite luminescence; 100% = ROCK inhibitor wells, 0% = DMSO; survival enhancement, % at 20 µM; 0.044% of 360,000 active; in the data active = survival enhancement above about 18%;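 note: cells exposed to compounds for 16 hours before the ATP read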
An asterisk follows results filed as active.

What do the screens show for `Cc1cc(Nc2ccc3c(c2)OCCO3)c2cc(Cl)ccc2n1`?
TRPM1 prom inh: 28.0; HIF-2a inh: 34.4; CaV13 ICDI inh: -5.6; PDI turbidity: 0.1; Cardio protect: -5.2; Peg3 promoter: 21.3; Shn3 3UTR inh: 12.0; NR2E3 ag-1: 1.0; NR2E3 ag-2: -17.9; HTR2A ag: 3.6; hiPSC survival: -1.4

How did C=CCOC(=O)COc1ccc2c(C)c(C)c(=O)oc2c1C do in these assays?
TRPM1 prom inh: -3.0; HIF-2a inh: 17.6; CaV13 ICDI inh: -3.1; PDI turbidity: 1.5; Cardio protect: -6.6; Peg3 promoter: -7.1; Shn3 3UTR inh: -2.0; NR2E3 ag-1: -5.2; NR2E3 ag-2: -5.4; HTR2A ag: 4.0; hiPSC survival: 0.1

What do the screens show for `COc1ccccc1N1CCN(C(=O)/C=C/c2ccc3c(c2)OCO3)CC1`?
TRPM1 prom inh: -4.8; HIF-2a inh: 11.6; CaV13 ICDI inh: -3.7; PDI turbidity: 4.6; Cardio protect: -1.9; Peg3 promoter: 4.8; Shn3 3UTR inh: 6.8; NR2E3 ag-1: 1.1; NR2E3 ag-2: -38.2; HTR2A ag: -2.5; hiPSC survival: 0.7

What do the screens show for `CC(=O)Nc1c(Br)cc(N2C(=O)CCC2=O)cc1Br`?
TRPM1 prom inh: 5.3; HIF-2a inh: 12.3; CaV13 ICDI inh: -4.3; PDI turbidity: 11.5; Cardio protect: 2.1; Peg3 promoter: 8.3; Shn3 3UTR inh: -1.0; NR2E3 ag-1: -1.5; NR2E3 ag-2: -27.7; HTR2A ag: 1.1; hiPSC survival: -1.7

What do the screens show for `O=C(CCc1ccccc1)OCC(=O)c1ccc(Br)cc1`?
TRPM1 prom inh: 16.8; HIF-2a inh: 9.3; CaV13 ICDI inh: 5.0; PDI turbidity: -5.5; Cardio protect: 2.2; Peg3 promoter: 18.2; Shn3 3UTR inh: 2.5; NR2E3 ag-1: -1.0; NR2E3 ag-2: 2.1; HTR2A ag: 3.8; hiPSC survival: 0.7

What do the screens show for `O=S(=O)(c1ccc(F)cc1)N1CCC(N2CCCCCC2)CC1`?
TRPM1 prom inh: -6.2; HIF-2a inh: 0.5; CaV13 ICDI inh: -6.0; PDI turbidity: 2.3; Cardio protect: 5.3; Peg3 promoter: 5.8; Shn3 3UTR inh: 11.5; NR2E3 ag-1: -2.5; NR2E3 ag-2: 29.3; HTR2A ag: 3.5; hiPSC survival: -2.3

What do the screens show for `Cn1c(=O)oc2cc(S(=O)(=O)CCC(=O)Nc3ccccc3)ccc21`?
TRPM1 prom inh: 6.1; HIF-2a inh: 16.3; CaV13 ICDI inh: -3.1; PDI turbidity: 0.1; Cardio protect: 4.7; Peg3 promoter: 12.5; Shn3 3UTR inh: 9.4; NR2E3 ag-1: -0.8; NR2E3 ag-2: -25.3; HTR2A ag: 4.2; hiPSC survival: -0.3

What do the screens show for `Cc1ccc(-n2ncc3c(NCCCN4CCOCC4)ncnc32)c(C)c1`?
TRPM1 prom inh: -0.8; HIF-2a inh: -1.3; CaV13 ICDI inh: -6.8; PDI turbidity: 2.0; Cardio protect: -3.9; Peg3 promoter: 20.1; Shn3 3UTR inh: 2.6; NR2E3 ag-1: 4.1; NR2E3 ag-2: 22.9; HTR2A ag: -2.5; hiPSC survival: 0.1

What do the screens show for `O=C1N=C(c2ccccc2)C(c2ccccc2)N1` (centres undefined)?
TRPM1 prom inh: 4.7; HIF-2a inh: 10.6; CaV13 ICDI inh: -9.0; PDI turbidity: -8.7; Cardio protect: 0.6; Peg3 promoter: 15.7; Shn3 3UTR inh: 24.5; NR2E3 ag-1: -3.7; NR2E3 ag-2: 0.5; HTR2A ag: 0.8; hiPSC survival: -0.3

Results for CCOc1ccc(CCNC(=O)c2cc3c(C)nccc3[nH]c2=O)cc1OCC ?
TRPM1 prom inh: 10.0; HIF-2a inh: 22.4; CaV13 ICDI inh: -4.1; PDI turbidity: 1.2; Cardio protect: 72.0*; Peg3 promoter: 48.0; Shn3 3UTR inh: -11.1; NR2E3 ag-1: 2.0; NR2E3 ag-2: 2.0; HTR2A ag: -0.7; hiPSC survival: 0.1

Results for CC(C)CC1(C)NC(=O)N(CC(=O)Nc2ccc3c(c2)OCCO3)C1=O (centres undefined) ?
TRPM1 prom inh: -0.8; HIF-2a inh: -10.9; CaV13 ICDI inh: -6.6; PDI turbidity: -6.4; Cardio protect: 5.2; Peg3 promoter: 7.3; Shn3 3UTR inh: -8.5; NR2E3 ag-2: 5.0; HTR2A ag: 1.3; hiPSC survival: -1.5

What do the screens show for `O=C(O)c1ccc(CNCc2ccccc2Cl)cc1`?
TRPM1 prom inh: 4.8; HIF-2a inh: 26.9; PDI turbidity: 1.0; Cardio protect: 4.1; Peg3 promoter: -3.0; Shn3 3UTR inh: -24.3; NR2E3 ag-1: -4.6; NR2E3 ag-2: -9.2; HTR2A ag: -2.6; hiPSC survival: 9.9

Results for CC(=O)Nc1cccc([N+](=O)[O-])c1 ?
TRPM1 prom inh: 10.8; HIF-2a inh: 2.8; CaV13 ICDI inh: -5.2; PDI turbidity: 1.3; Cardio protect: 13.4; Peg3 promoter: 7.0; Shn3 3UTR inh: 5.0; NR2E3 ag-1: 1.8; NR2E3 ag-2: -28.9; HTR2A ag: 0.6; hiPSC survival: -0.6

Results for Cc1cc2nc(-c3ccc(NC(=O)c4cccnc4)cc3)oc2cc1C ?
TRPM1 prom inh: -71.8; HIF-2a inh: -256.6; PDI turbidity: -10.0; Cardio protect: 42.9; Peg3 promoter: -333.0; Shn3 3UTR inh: -47.8; NR2E3 ag-1: 1.6; NR2E3 ag-2: -106.0; HTR2A ag: 1.3; hiPSC survival: 0.7

Results for Cc1c(NC(=O)c2ccc(C(C)(C)C)cc2)cccc1[N+](=O)[O-] ?
TRPM1 prom inh: -70.6; HIF-2a inh: -182.2; CaV13 ICDI inh: -3.5; PDI turbidity: -16.2; Cardio protect: -3.4; Peg3 promoter: -236.1; Shn3 3UTR inh: -41.3; NR2E3 ag-1: 1.6; NR2E3 ag-2: -91.0; HTR2A ag: -2.1; hiPSC survival: 0.2

Fetched by structure from above:
What do the screens show for `O=S(=O)(c1ccc(F)cc1)N1CCC(N2CCCCCC2)CC1`?
TRPM1 prom inh: -6.2; HIF-2a inh: 0.5; CaV13 ICDI inh: -6.0; PDI turbidity: 2.3; Cardio protect: 5.3; Peg3 promoter: 5.8; Shn3 3UTR inh: 11.5; NR2E3 ag-1: -2.5; NR2E3 ag-2: 29.3; HTR2A ag: 3.5; hiPSC survival: -2.3

What do the screens show for `Cc1cc(Nc2ccc3c(c2)OCCO3)c2cc(Cl)ccc2n1`?
TRPM1 prom inh: 28.0; HIF-2a inh: 34.4; CaV13 ICDI inh: -5.6; PDI turbidity: 0.1; Cardio protect: -5.2; Peg3 promoter: 21.3; Shn3 3UTR inh: 12.0; NR2E3 ag-1: 1.0; NR2E3 ag-2: -17.9; HTR2A ag: 3.6; hiPSC survival: -1.4

(list continues)
What do the screens show for `COc1cccc(NC(=O)C2CCC(CNS(=O)(=O)c3ccc4c(c3)CC(C)N4C(C)=O)CC2)c1` (centres undefined)?
TRPM1 prom inh: 10.5; HIF-2a inh: -9.5; CaV13 ICDI inh: -2.6; PDI turbidity: 18.1; Cardio protect: -4.0; Peg3 promoter: 11.7; Shn3 3UTR inh: 54.4; NR2E3 ag-1: -0.2; NR2E3 ag-2: 32.0; HTR2A ag: -2.2; hiPSC survival: -0.5

Results for CCN(CC)C(=O)NC1CC2CCCC(C1)N2Cc1ccccc1 (centres undefined) ?
TRPM1 prom inh: -1.3; HIF-2a inh: 3.0; PDI turbidity: -15.6; Cardio protect: 2.5; Peg3 promoter: -1.2; Shn3 3UTR inh: 7.6; NR2E3 ag-1: 2.6; NR2E3 ag-2: 6.8; HTR2A ag: -1.4; hiPSC survival: -0.9

What do the screens show for `C=CCNC(=O)c1onc(CSc2cc(C)cc(C)c2)c1C(=O)O`?
TRPM1 prom inh: -13.7; HIF-2a inh: -9.3; CaV13 ICDI inh: -9.2; PDI turbidity: 10.0; Cardio protect: -1.4; Peg3 promoter: 16.4; Shn3 3UTR inh: 2.2; NR2E3 ag-1: 5.3; NR2E3 ag-2: 14.3; HTR2A ag: 4.4; hiPSC survival: 5.9

What do the screens show for `CCn1nc(C(=O)NC2=NCCS2)c2ccccc2c1=O`?
TRPM1 prom inh: 0.2; HIF-2a inh: 18.6; CaV13 ICDI inh: -4.5; PDI turbidity: 0.9; Cardio protect: 15.0; Peg3 promoter: 19.2; Shn3 3UTR inh: -10.4; NR2E3 ag-1: -0.5; NR2E3 ag-2: -11.8; HTR2A ag: -0.3; hiPSC survival: 2.6

What do the screens show for `CCCCC(C(=O)NC1CCCC1)N(C(=O)c1snc(C(N)=O)c1N)c1ccc(F)cc1` (centres undefined)?
TRPM1 prom inh: 0.7; HIF-2a inh: 9.8; CaV13 ICDI inh: -3.8; PDI turbidity: -4.4; Cardio protect: 0.1; Peg3 promoter: 17.1; Shn3 3UTR inh: -37.5; NR2E3 ag-1: -1.7; NR2E3 ag-2: -22.5; HTR2A ag: -5.3; hiPSC survival: -0.2

Results for O=C(C1CCCCN1S(=O)(=O)c1ccc(F)cc1)N1CCN(c2ccccc2F)CC1 (centres undefined) ?
TRPM1 prom inh: 0.8; HIF-2a inh: 7.5; CaV13 ICDI inh: -5.2; Cardio protect: -1.0; Peg3 promoter: 13.0; Shn3 3UTR inh: 11.7; NR2E3 ag-1: 1.5; NR2E3 ag-2: -33.9; HTR2A ag: -5.8; hiPSC survival: -0.4

What do the screens show for `Cc1cc(C)cc(NC(=O)C(=O)NCC2CCCO2)c1` (centres undefined)?
TRPM1 prom inh: -35.5; HIF-2a inh: -49.3; CaV13 ICDI inh: 1.5; PDI turbidity: -2.5; Cardio protect: -3.5; Peg3 promoter: -35.9; Shn3 3UTR inh: -20.5; NR2E3 ag-1: 2.9; NR2E3 ag-2: -20.5; HTR2A ag: -1.7; hiPSC survival: 0.8

Results for Cc1ccc(F)c(S(=O)(=O)NC(=O)C2(C)CCN2C(=O)Cc2ccc(-c3ccccc3)cc2)c1 (centres undefined) ?
HIF-2a inh: 5.3; CaV13 ICDI inh: -5.8; PDI turbidity: 0.1; Cardio protect: 3.7; Peg3 promoter: -4.4; Shn3 3UTR inh: 0.6; NR2E3 ag-2: 1.8; HTR2A ag: -0.9; hiPSC survival: 2.2

How did O=C(c1ccc2c(c1)OCO2)C1CCCN(Cc2ccc3nsnc3c2)C1 (centres undefined) do in these assays?
TRPM1 prom inh: -1.3; HIF-2a inh: 16.2; CaV13 ICDI inh: 5.3; PDI turbidity: 9.1; Cardio protect: -6.6; Peg3 promoter: 13.4; Shn3 3UTR inh: 7.3; NR2E3 ag-1: 1.4; NR2E3 ag-2: 11.9; HTR2A ag: 0.8; hiPSC survival: 0.0

Screening results (PubChem BioAssay)
